# mlh1 rad18 = NCI yeast anticancer drug screen, S. cerevisiae mlh1 rad18 strain; hit rate 11% among 79,000; growth inhibition, % at 50 µM;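 also: 0% = growth of vehicle-only cultures of the same strain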
#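 Yeast w/ defined DNA-repair lesions; compound exposure; growth vs vehicle controls → % inhibition.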
# rad50 = NCI yeast anticancer drug screen, S. cerevisiae rad50 strain. % growth inhibition at 50 µM. hit rate 10% among 79,000;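 also: 0% = growth of vehicle-only cultures of the same strain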
#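 Readout: growth inhibition relative to vehicle-treated cultures. Compound exposure was carried out in a genetically defined yeast strain deficient in DNA damage repair.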
# mec2-1 = NCI yeast anticancer drug screen, S. cerevisiae mec2-1 strain; hit rate 9% among 79,000; AID 157, 2004; % growth inhibition at 50 µM;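 also: 0% = growth of vehicle-only cultures of the same strain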
#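 Each compound was tested on mec2-1 yeast, a strain altered in DNA damage repair or cell cycle control. Growth inhibition is reported relative to vehicle.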
# bub3 = NCI yeast anticancer drug screen, S. cerevisiae bub3 mutant strain | % growth inhibition at 50 µM | hit rate 9.9% among 78,000;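 also: 0% = growth of vehicle-only cultures of the same strain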
#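 Part of a panel of yeast mutants defective in DNA damage repair or cell cycle regulation. Each strain is grown with compound, and inhibition is calculated relative to solvent-treated cultures.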
# yeast sgs1 mgt1 = NCI yeast anticancer drug screen, S. cerevisiae sgs1 mgt1 strain; growth inhibition, % at 50 µM; hit rate 10% among 78,000; AID 161, 2004;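 also: 0% = growth of vehicle-only cultures of the same strain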
#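 Compounds are added to genetically altered yeast, and growth is compared with cultures given vehicle alone to give percent inhibition.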
# cln2 rad14 = NCI yeast anticancer drug screen, S. cerevisiae cln2 rad14 strain; growth inhibition, % at 50 µM; AID 165, 2004; hit rate 8.3% among 78,000;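 also: 0% = growth of vehicle-only cultures of the same strain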
#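 Yeast strain cln2 rad14, bearing defects in cell cycle control and DNA repair, serves as the test system; values reflect growth inhibition compared with vehicle.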
# Starred values were filed as active, the others as inactive. Rule as the data show it: active = growth inhibition above about 70%; inactive = the rest. Hits appear at their usual frequency; overall some 13% were active at least once.
SMILES,mlh1 rad18,rad50,mec2-1,bub3,yeast sgs1 mgt1,cln2 rad14
CC(O)(c1ccccc1)C1CC1 (stereo not drawn),-4,-2,-29,-16,-17,-1
Cc1ccc(-c2nc(N)[nH]c(=O)c2CCCN(c2ccccc2)S(=O)(=O)c2ccc(C)cc2)cc1,-7,-9,-7,-2,6,34
O=C1NC(=O)C2C1C1C3OC3C2C2C3C(=O)NC(=O)C3C12 (stereo not drawn),6,-5,9,30,-16,2
CCOc1ccccc1/C=C1\N=C(c2ccc([N+](=O)[O-])cc2)OC1=O,31,22,21,30,39,26
CC1S(=O)(=O)OCCCOS1(=O)=O,-18,-23,-19,-2,-10,-13
COc1ccc(COC(=O)Nc2ccc(Cl)c(Cl)c2)cc1OC,47,-1,36,25,13,-10
CO/C(N)=C(\C#N)N=Cc1ccccc1,-4,-2,-2,1,-8,-17
CC[N+]1(C)CCC(CN2c3ccccc3Sc3ccccc32)C1 (stereo not drawn),43,31,23,6,38,-3
CNC(=O)CNC(=O)C(Cc1ccc(NC(=O)CCCCC(C)=O)cc1)NC(=O)C(CCC(=O)OCc1ccccc1)NC(=O)OC(C)(C)C (stereo not drawn),-17,-20,-24,-30,-26,0
O=c1[nH][nH]c2c([N+](=O)[O-])ccc(F)c12,4,0,-13,-2,-4,12
C=CCOC(=O)c1ccc(Cl)cc1,-15,-5,3,-17,-17,-32
CCCN(CCC)C(=O)C(C)C,16,10,-6,-13,-5,32
CCOC(=O)/C=C1\CCCC12OCCO2,-6,29,-4,-6,3,19
COc1cccc(/C=N\N=C\c2cccc(OC)c2O)c1O,34,3,3,27,-11,-7
c1ccc(-c2csnn2)cc1,-12,-9,-12,-13,-4,-18
O=C(/C=C/c1ccc(OCCCOc2ccc(/C=C/C(=O)c3ccc(Cl)cc3)cc2)cc1)c1ccc(Cl)cc1,9,6,-6,-23,0,-40
CCOC(OCC)c1ccc(C(C)C)cc1,3,5,-6,5,8,4
CCCCCCCCCCCC(=O)N(C)C,91*,90*,93*,92*,93*,91*
CCc1nc2c(OC)ccc(OC)c2nc1C,-9,7,4,-6,-1,-6
O=S1(=O)CCCCN1,7,-5,-2,9,-10,10
CN1/C(=C/C=C/C=C/C=C2C(=O)c3ccccc3C2=O)C(C)(C)c2ccccc21,27,-14,10,-9,16,-39
CCOc1ccccc1N1C(=O)C(=O)C(c2nc3ccccc3o2)C(=O)C1=O,-3,-9,4,3,-8,-16
Cc1cc(=O)[nH]cc1[N+](=O)[O-],10,-28,-6,-18,-3,-16
CC(C)(c1cccs1)c1cscc1C(=O)O,17,-1,-7,-9,-13,-29
CCCC(NC(=O)OCc1ccccc1)C(=O)NC(C(=O)O)C(C)CC (stereo not drawn),10,26,12,5,3,29

# For convenience, part of the list above:
SMILES,mlh1 rad18,rad50,mec2-1,bub3,yeast sgs1 mgt1,cln2 rad14
CC1S(=O)(=O)OCCCOS1(=O)=O,-18,-23,-19,-2,-10,-13
COc1ccc(COC(=O)Nc2ccc(Cl)c(Cl)c2)cc1OC,47,-1,36,25,13,-10
CO/C(N)=C(\C#N)N=Cc1ccccc1,-4,-2,-2,1,-8,-17
CC[N+]1(C)CCC(CN2c3ccccc3Sc3ccccc32)C1 (stereo not drawn),43,31,23,6,38,-3
CNC(=O)CNC(=O)C(Cc1ccc(NC(=O)CCCCC(C)=O)cc1)NC(=O)C(CCC(=O)OCc1ccccc1)NC(=O)OC(C)(C)C (stereo not drawn),-17,-20,-24,-30,-26,0
O=c1[nH][nH]c2c([N+](=O)[O-])ccc(F)c12,4,0,-13,-2,-4,12
C=CCOC(=O)c1ccc(Cl)cc1,-15,-5,3,-17,-17,-32
CCCN(CCC)C(=O)C(C)C,16,10,-6,-13,-5,32
CCOC(=O)/C=C1\CCCC12OCCO2,-6,29,-4,-6,3,19
COc1cccc(/C=N\N=C\c2cccc(OC)c2O)c1O,34,3,3,27,-11,-7
c1ccc(-c2csnn2)cc1,-12,-9,-12,-13,-4,-18
O=C(/C=C/c1ccc(OCCCOc2ccc(/C=C/C(=O)c3ccc(Cl)cc3)cc2)cc1)c1ccc(Cl)cc1,9,6,-6,-23,0,-40
CCOC(OCC)c1ccc(C(C)C)cc1,3,5,-6,5,8,4
CCCCCCCCCCCC(=O)N(C)C,91*,90*,93*,92*,93*,91*

# (next part)
SMILES,mlh1 rad18,rad50,mec2-1,bub3,yeast sgs1 mgt1,cln2 rad14
Cc1ccc(S(=O)(=O)NC(=O)NCCCS(C)=O)cc1 (stereo not drawn),10,-4,-6,3,7,-8
Cc1ccc(S(=O)(=O)Oc2ccc3sc4cccc(NCCN(C)C)c4c(=O)c3c2)cc1,8,22,0,1,-9,6
Cc1ccc(C2=Nn3c(nc4sc5c(c4c3=O)CCCC5)SC2)cc1,-22,-26,-19,-27,-39,-6
CCOC(=O)C(C#N)(CCC=O)NC(C)=O (stereo not drawn),-9,-8,-6,-2,-8,-2
C=C1c2nc3ccccc3n2C=C(c2ccccc2)N1c1ccccc1,26,7,29,37,27,26
Nc1ccc2c(c1)Cc1cc(O)ccc1-2,4,19,-9,10,1,6
CC(NC(=O)CNC(=O)CN)C(N)=O (stereo not drawn),-17,-24,-1,8,-17,6
O=C(CC(=O)c1ccccc1)CC(=O)c1ccccc1,84*,88*,69,89*,75*,66
CC(N)C(=O)NO (stereo not drawn),-36,-20,-25,5,-16,-41
O=C1OC(c2ccccc2)(c2ccccc2)CC1CC(O)(c1ccccc1)c1ccccc1 (stereo not drawn),-8,23,-10,-22,5,18
O=C1C(c2cnc3c(n2)CCC=C3)=C(O)c2ccccc21,-1,-1,-8,-17,-7,-84
COC(=O)c1ccc(NC(=O)CCl)cc1,46,45,37,33,50,49
NC1CCC(C(=O)C2CCC(O)CC2O)CC1 (stereo not drawn),12,-50,12,4,16,2
CCOC(=O)c1cc(=O)[nH]c2ccc(OC)cc12,7,17,22,12,2,36
NC(N)=Nc1nc2ccccc2[nH]1,18,16,-3,12,19,-26
Cc1cccc([Si](c2ccccc2)(c2ccccc2)c2ccccc2)c1,9,-4,-6,-22,-9,-1
O=C(CC1(O)C(=O)Nc2ccccc21)c1cccc([N+](=O)[O-])c1 (stereo not drawn),5,8,-10,-34,7,-7
CCOC(=O)N1C2C=C(C)C(C3C(C)C(=O)N31)N(C(=O)c1ccccc1)O2 (stereo not drawn),-4,-3,-15,4,5,20
O=C(O)CNC(=S)SCc1ccccc1,11,10,-12,11,-11,-36
NNC(=O)N(c1ccccc1)c1ccccc1,1,-27,18,-21,-40,-44
N#C/C(=C/NC(=S)c1ccncc1)C(N)=O,-20,-28,-39,1,-4,9
Cc1onc(-c2c(Cl)cccc2Cl)c1C(=O)Oc1ccc(-c2ccc(OC(=O)c3c(-c4c(Cl)cccc4Cl)noc3C)cc2)cc1,6,4,-22,0,20,2
N=C(N=c1cc(C(=O)NC(=N)NC(=N)Nc2ccc(Cl)cc2)n(C(=N)NC(=N)Nc2ccc(Cl)cc2)c(C(=O)NC(=N)NC(=N)Nc2ccc(Cl)cc2)c1)NC(=N)Nc1ccc(Cl)cc1,21,-9,-7,0,-17,-25
c1ccc(Oc2ccc(-c3ccccc3)cc2)cc1,-31,-29,-53,-9,2,-8
O=[N+]([O-])c1ccsc1Cl,-5,-8,-4,-4,-15,-40

# (further entries)
SMILES,mlh1 rad18,rad50,mec2-1,bub3,yeast sgs1 mgt1,cln2 rad14
O=C(O)c1nc(-c2ccccc2)ncc1-c1nnnn1-c1ccccc1,-7,-38,4,-19,-22,5
COc1ccc(NC(=O)C(=O)Cc2nc3ccc([N+](=O)[O-])cc3[nH]c2=O)c(OC)c1,23,10,15,6,-4,4
Cc1[nH]c(=O)[nH]c(=O)c1/C=C/C(=O)NC(CO)CS(=O)C(C)C (stereo not drawn),86*,83*,63,80*,95*,65
CC(C)=CCc1c(C)c(O)c(C)c(C)c1O,8,7,1,-11,10,-72
CC(=O)NC(NC(C)=O)c1ccccc1,-20,-17,-8,-26,-5,-9
COc1ccc(OC)c(C[P+](c2ccccc2)(c2ccccc2)c2ccccc2)c1,99*,99*,99*,99*,98*,99*
COC(=O)/C(C=Nc1ccccc1)=C(/C)O,-1,7,5,11,9,-29
CCCOc1cc2c(cc1C(C)c1cc(OC)c(OC)c(OC)c1)OCO2 (stereo not drawn),8,-1,-2,2,-2,28
CC(=O)Oc1c2c(c(OC(C)=O)c3c1C(=O)c1ccccc1C3=O)CCCC2,-18,-9,-16,-3,-15,-9
CCCCNc1cccc2ncccc12,50,17,10,-4,22,-4
Cc1nn(-c2ccccc2)c2c1N=C(C(=O)O)CC(c1ccccc1)=N2,14,19,26,17,24,28
Nc1nc(=O)n(C2OC(CO)C(O)C2O)c2scnc12 (stereo not drawn),17,2,1,20,4,3
CC(NCc1c(O)ccc2ccc(=O)oc12)C(=O)O (stereo not drawn),-36,-31,-19,12,16,-20
C#C[C@]1(OC(C)=O)CC[C@H]2[C@@H]3CCC4=CC(=O)CC[C@@H]4[C@H]3CC[C@@]21C,97*,98*,88*,94*,97*,90*
CCOC(=O)C12CCC(C(=O)OCC)(CC13OCCO3)C1(C2)OCCO1,16,11,10,7,10,6
CCC(C)(C(=O)O)C(=O)O,-12,-6,3,16,-11,5
CCC(CC)C(=O)NC(=O)NC,21,-5,-16,-8,-21,-25
CCOC(=O)/C(C#N)=C/Nc1[nH]c(=O)c(C#N)c(-c2ccc(Cl)cc2)c1SC,17,11,6,2,-9,-9
c1ccc(C2SC3=NCCCN3Cc3ccccc32)cc1 (stereo not drawn),12,18,-6,6,-21,13
CCCCCCCCCCCCC1CC(=O)OC1=O (stereo not drawn),-9,4,-15,33,13,18
O=C(O)[C@H](Cc1ccccc1)N1C(=O)N[C@@H](Cc2ccccc2)C1=O,-3,-22,-2,4,5,2
CCCCCCCC[Si](c1ccccc1)(c1ccccc1)c1ccccc1,10,3,22,-2,4,-10
CCOC(=O)C1=C(C)NC(C)=C(C(=O)OCC)C1c1ccnc2ccccc12,56,64,54,98*,55,64
Cn1c(=O)c(Br)c(C=O)n(CCO[N+](=O)[O-])c1=O,-28,-8,32,39,4,16
O=C(C[n+]1cccc(CO)c1)c1ccc(-c2ccc(C(=O)C[n+]3cccc(CO)c3)cc2)cc1,12,23,5,-2,32,-5

# (continued)
SMILES,mlh1 rad18,rad50,mec2-1,bub3,yeast sgs1 mgt1,cln2 rad14
C=CC1=NC(C)(C)CC(C)O1 (stereo not drawn),10,8,-15,12,10,25
CC(=O)O[C@]12CCCCC1C1(O)C(O)CCCCC12 (stereo partly drawn),-39,6,-14,-32,-27,-5
CC(C)(SSC(C)(C)C1NC(=O)NC1=O)C1NC(=O)NC1=O (stereo not drawn),8,-6,-8,12,-5,-2
C[N+](C)(C)CCOC(=O)c1ccc(CCl)cc1,11,32,41,14,25,12
CCN(C(=O)C(Cl)Cl)C(Cc1ccccc1)c1ccccc1 (stereo not drawn),86*,91*,96*,87*,94*,87*
OCC1OC(OC2OC(CO)C(O)C(O)C2O)C(O)C(O)C1O (stereo not drawn),10,21,-14,22,28,7
O=C1C2=C(SCCS2)C(=O)c2c(Sc3ccc(Cl)cc3)c(Sc3ccc(Cl)cc3)c(Sc3ccc(Cl)cc3)c(Sc3ccc(Cl)cc3)c21,14,22,-3,13,9,18
COC(=O)c1ccc(CCC2=CC(=O)C(Br)=CC2=O)cc1,92*,61,68,23,20,39
CC(=O)OC12/C(=N/O)CCCCCC1c1ccccc12 (stereo not drawn),-34,-30,-24,-3,-57,5
Cc1ccc(/C(O)=C/c2nc3ccccc3[nH]c2=O)c(C)c1,-68,-12,-26,-28,-28,-8
CC1SC(c2ccccc2)N(Nc2c3ccccc3nc3ccccc23)C1=O (stereo not drawn),19,12,9,19,-3,10
COc1ccc(/C=N\NC(=O)CN(CC(=O)N/N=C/c2ccc(OC)cc2)N=O)cc1,13,4,3,-9,11,22
CCN(CC)C(=O)c1cc(OC)c(C(=O)N(CC)CC)cc1OC,-8,-22,0,-9,4,-15
Cc1cccc(NC(=O)c2ccc(Cl)cc2)c1,-5,-6,-13,-5,-9,-13
O=C(O)C=C1CCCCC1,-1,4,-4,12,20,10
Nc1c(C(=O)Nc2ccccc2)[n+]([O-])c2ccccc2[n+]1[O-],98*,98*,98*,99*,98*,97*
COc1ccc(N=Nc2c(-c3cccs3)nn(C(=S)SC)c2C(F)(F)F)cc1,-19,-25,-12,-1,-26,-15
O=C(O)C(Cc1ccc(OS(=O)(=O)Cc2ccccc2)cc1)NS(=O)(=O)Cc1ccccc1 (stereo not drawn),24,30,5,12,8,5
O=C1CCCC12CCCC2=O,-11,4,-6,12,-17,-24
CCOC(=O)CSc1nnc(N)s1,-2,21,7,-7,-6,3
O=c1ccc2nc3ccccc3sc-2c1,96*,95*,8,92*,77*,50

# From PubChem
